# SENP1 inh: inhibitors of human SENP1 SUMO protease catalytic domain; Q9P0U3; AID 624204; actives 0.21% (n = 360,000); inhibition, % at 10 µM; recombinant SENP1 catalytic domain, CyPet-SUMO1-YPet FRET cleavage;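 active means inhibition at least 30% at 10 µM, raw YFP signal under a set limit, fluorescence ratio 0.5 to 1.5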;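 further: 0% = enzyme with DMSO and 100% = no enzyme wells; some results filed as inactive read as strong as hits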
# Target sequence (Q9P0U3 419-644 limits assumed): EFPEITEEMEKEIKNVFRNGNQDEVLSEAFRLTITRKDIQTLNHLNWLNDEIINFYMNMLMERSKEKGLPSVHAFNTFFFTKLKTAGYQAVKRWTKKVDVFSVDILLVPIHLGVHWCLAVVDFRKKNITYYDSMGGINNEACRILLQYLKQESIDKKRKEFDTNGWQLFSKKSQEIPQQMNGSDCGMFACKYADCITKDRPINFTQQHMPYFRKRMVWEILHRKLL
#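 Material: hSENP1 catalytic domain, recombinant; medium: Tris pH 8 with BME, BSA, NP40 and catalase; compound: single concentration of 10 µM compound, 0.5% DMSO final; technique: FRET read of cyan and yellow fluorescence; timing: 50 min enzyme reaction, room temperature, light-protected; reagent: SFCypet-SUMO1-SFYpet substrate at 25 nM; control set: no-enzyme low, enzyme-DMSO high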
# Numbers without * were called inactive. Not all compounds are listed. The share of hits here may be higher or lower than overall.
SMILES,SENP1 inh
CCC(c1nnnn1-c1ccc2c(c1)OCCO2)N1CCN(c2ncccn2)CC1 (stereo not given),3
O=C(Nc1cccc(C(F)(F)F)c1)Nc1nnc([C@@H]2C[C@H](O)[C@@H](CO)O2)s1,1
C#CC(=O)CC1(CN(Cc2ccccc2)C(=O)OC(C)(C)C)CCCCC1,-8
O=S1(=O)N[C@H](Cc2ccccc2)COc2cc(N3CCC[C@@H]3CO)ccc21,0
C[C@@H]1CN([C@H](C)CO)C(=O)c2c(c3ccccc3n2C)-c2ccccc2CO[C@@H]1CN(C)C(=O)Nc1ccc2c(c1)OCO2,-2
O=CNc1cc(-c2ccccc2)cn2c(-c3ccc(F)c(Cl)c3)cnc12,-5
COc1cc2[nH]c(=S)nc(NCCc3ccc(C)cc3)c2cc1OC,0
O=c1c2cc3ccccc3nc2ncn1CCc1ccc(Cl)cc1,17
O=C1[C@H]2[C@@H](c3ccccc3)N[C@]3(CCCN(Cc4ccc(Br)cc4)C3=O)[C@H]2C(=O)N1Cc1ccccc1,2
O=C(c1ccccc1)C1N=NCC1c1ccc(Cl)cc1 (stereo not given),1
CC(NC(=O)C(=O)c1cn(CC(=O)N2CCCC2)c2ccccc12)c1ccccc1 (stereo not given),0
COc1ccc(S(=O)(=O)N2CCN(CC(=O)NC(C)c3cccs3)CC2)cc1 (stereo not given),2
CSC[C@H]1CN(c2ccccc2)C(=O)[C@@H]1CC(=O)Nc1ccccc1,1
Clc1ccc2nc(-c3ccccc3)c(Cc3ccccc3)n2c1,9
C#CCN(C[C@@H]1[C@@H](OC(=O)NC2CC2)[C@@H](OC(=O)NC2CC2)Cn2c(=O)ccc(=O)n21)S(=O)(=O)c1ccc(C)cc1,-2
Cc1nnsc1-c1nc2ccccc2n1C(CCc1ccccc1)c1nc2ccccc2[nH]1 (stereo not given),4
CC(C)(O)C1=C[N+](=O)CC=C1,0
CCOc1ccc(-c2cnc3cccnn23)cc1,-48
CC(C)CCOc1cccc(C2c3c(oc4ccccc4c3=O)C(=O)N2CCCN2CCOCC2)c1 (stereo not given),-2
CCc1nnc(NC(=O)c2cccc(S(=O)(=O)N3CCN(C)CC3)c2)s1,1
O=c1[nH]cnc2c1nnn2C1OC(CO)C(O)C1O (stereo not given),3
O=C(COc1ccccc1)NCc1ccco1,0
CC(C)NC(=O)C1(C)CCN1Cc1cccc(Cl)c1 (stereo not given),3
CN(C)CCCNc1nc2cc(-c3ccsc3)sc2c(=O)n1C,1
O=C(NC1CCCCC1)C1c2ccccc2OCC(=O)N1CCc1c[nH]c2ccccc12 (stereo not given),5

# Gathered by group: those above containing an NH in an aromatic ring.
SMILES,SENP1 inh
COc1cc2[nH]c(=S)nc(NCCc3ccc(C)cc3)c2cc1OC,0
Cc1nnsc1-c1nc2ccccc2n1C(CCc1ccccc1)c1nc2ccccc2[nH]1 (stereo not given),4
O=c1[nH]cnc2c1nnn2C1OC(CO)C(O)C1O (stereo not given),3
O=C(NC1CCCCC1)C1c2ccccc2OCC(=O)N1CCc1c[nH]c2ccccc12 (stereo not given),5

# Exported with each value named: part of the list above
structure: CSC[C@H]1CN(c2ccccc2)C(=O)[C@@H]1CC(=O)Nc1ccccc1
  SENP1 inh: 1
structure: Clc1ccc2nc(-c3ccccc3)c(Cc3ccccc3)n2c1
  SENP1 inh: 9

# Among those listed so far, two contain fluorine.
SMILES,SENP1 inh
O=C(Nc1cccc(C(F)(F)F)c1)Nc1nnc([C@@H]2C[C@H](O)[C@@H](CO)O2)s1,1
O=CNc1cc(-c2ccccc2)cn2c(-c3ccc(F)c(Cl)c3)cnc12,-5

# (continued)
SMILES,SENP1 inh
O=C1NC[C@H](CCCCN2CCN(CC3CCCCC3)C(=O)C2=O)N(Cc2ccccc2)C1=O,3
COc1cc(C)c2sc3ccccc3c(=O)c2c1NCCN(C)C,-42
CCc1nc2ccc(C(=O)NCCOc3ccc(OC)cc3)cn2c1N(C)Cc1cccs1,-5
O=C(Nc1cccc(C(=O)N2CCCCC2)c1)C1CCC1,1
Cc1ccc(-c2ccc(C3=CC(=O)CC(C)(C)C3=O)cc2)cc1,1
C=C(C)Cn1c2ccc(NC(=O)NCC)cc2c(=O)n1C,3
COC(=O)[C@H](NC(=O)c1cc(-c2ccccc2)sc1N)C(C)C,-4
CCCCC(=O)N(C)c1c(CC)nc2c(OCC(=O)N(C)C)cccn12,-2
CC(=O)Nc1cccc(-c2ccnc3c2CC(C(=O)NCc2ccc(N4CCN(C)CC4)cc2)O3)c1 (stereo not given),-2
COc1cc(C(=O)N(C(C)C)C2CCCCC2)cc(OC)c1OC,-1
CCN(CC)S(=O)(=O)c1cc(C(=O)Nc2cc(S(=O)(=O)N3CCOCC3)ccc2N2CCN(C)CC2)ccc1C,-5
CN1CCC(C)(C(=O)Nc2cccc(Oc3ccccc3)c2)C1 (stereo not given),2
CCOC(=O)n1c2ccccc2c(=O)n1CCO,-1
C(=N\NC1=Nc2cccc3cccc1c23)/c1ccccn1,-5
Cc1ccc(-c2nc3ccccc3o2)cc1NC(=S)NC(=O)c1cc2ccccc2o1,3
CCCCNCCS(=O)(=O)NCc1ccccc1,4
COc1cccc(CNS(=O)(=O)c2ccccc2Br)c1OC,0
CCc1ccc(CCC(=O)N2CCN(S(=O)(=O)c3sc(C(=O)O)c(C)c3C(=O)O)CC2)cc1,-1
CC(=O)c1ccc(Cc2ccc(C(C)=O)s2)s1,-16
Brc1cccc(-c2nc3c4ccccc4ccn3c2Cc2ccccc2)c1,0
CN(C(=O)c1cccc(NC(=O)Cc2cccc(NC(=O)C3CCCN(C(=O)c4ccccc4)C3)c2)c1)C1CCC1 (stereo not given),0
O=C1NC(=O)C(c2ccccc2)(c2ccc(Cl)cc2Cl)N1 (stereo not given),1
Cc1ccc(N=Cc2c(O)c3ccccc3n(C)c2=O)cc1,-79
O=C(Nc1cccc2c(=O)[nH][nH]c(=O)c12)c1ccc([N+](=O)[O-])cc1,-4
O=C1CSC(=S)N1N=Cc1c[nH]c2ccc(Br)cc12,-34

# Brought forward from above: four entries, then new ones.
SMILES,SENP1 inh
O=C1NC(=O)C(c2ccccc2)(c2ccc(Cl)cc2Cl)N1 (stereo not given),1
Cc1ccc(N=Cc2c(O)c3ccccc3n(C)c2=O)cc1,-79
O=C(Nc1cccc2c(=O)[nH][nH]c(=O)c12)c1ccc([N+](=O)[O-])cc1,-4
O=C1CSC(=S)N1N=Cc1c[nH]c2ccc(Br)cc12,-34
O=C1CCCC[C@@H](O)[C@H](O)C[C@H](c2ccccc2)O1,-1
C=CCn1c(SCC(=O)N2CCC(C)CC2)nc2c([nH]c3ccccc32)c1=O,0
CCc1nc2c(OCC(=O)C(C)(C)C)cccn2c1N(C)C(=O)c1ccco1,-1
COc1ccc(C(C(=O)NC2CCCCC2)N(C(=O)CCl)c2cccc(Cl)c2)cc1 (stereo not given),2
COc1ccc(Nc2cc(C)nc3ncnn23)cc1,2
CCCCC1Cc2[nH]c(=S)[nH]c(=O)c2C(c2ccc3ccccc3c2)O1 (stereo not given),1
C[C@@H]1CN([C@H](C)CO)C(=O)c2c(c3ccccc3n2C)-c2ccccc2CO[C@H]1CN(C)Cc1ccccc1,1
C[C@@H]1CCCCO[C@H](CN(C)S(=O)(=O)c2cccs2)[C@H](C)CN([C@@H](C)CO)C(=O)c2cc(NC(=O)NC3CCCCC3)ccc2O1,0
COc1ccccc1CNc1nc2cc(-c3ccsc3)sc2c(=O)n1C,0
COC(=O)N1CCCCC1c1cc(C(=O)NCc2ccc(F)cc2)no1 (stereo not given),2
Cc1ccccc1C(=O)Nc1nnc([C@@H]2C[C@H](O)[C@@H](CO)O2)s1,1
O=P1(NC2CCCCC2)OCC2(CO1)COP(=O)(NC1CCCCC1)OC2 (stereo not given),3
CCN(CC)CCNc1ccc(CO)c2oc3ccccc3c(=O)c12,47*
CCNC(=O)C1(C)CCN(C(=O)c2ccccc2)C1 (stereo not given),2
O=C(O)c1nc(-c2ccccc2)c(C(=O)NC2CC2)[nH]1,4
CCOc1ccc(CN2CCN(Cc3cc4ccccc4[nH]3)CC2CCO)cc1 (stereo not given),-123
O=C(CC[C@H]1O[C@@H](n2ccc(=O)[nH]c2=O)[C@H](O)[C@@H]1O)NCc1ccco1,1
CSCCC(c1nc2ccccc2[nH]1)n1c(C)nc2ccccc21 (stereo not given),1
CCCNC(=O)C1(C)CCCN(Cc2ccsc2)C1 (stereo not given),2
Cn1ccc2c(-c3ccc(C(=O)O)cc3)cc3c(c21)C1CCC3C1 (stereo not given),-121
COC(=O)C(c1ccccc1)C(CC(=O)c1ccccc1)c1ccccc1 (stereo not given),-2
Cc1ccc(-c2nc3c4ccccc4ccn3c2Cc2cccc(Cl)c2)cc1,-42
CC(=O)Nc1cccc(-c2ccnc3c2CC(C)(C(=O)Nc2cccc(Oc4ccccc4)c2)O3)c1 (stereo not given),-3
Cc1ccc(OCC(=O)Nc2ccc(S(=O)(=O)NC3=NCCCCC3)cc2)cc1,-2
COc1ccc(NS(=O)(=O)c2cccc(C(=O)N3CCN(S(=O)(=O)c4ccccc4)CC3)c2)cc1,1
# Additional structures follow.
SMILES,SENP1 inh
Clc1ccc(-c2cnc3cccnn23)cc1,-39
O=C(O)c1ccc(CNC(=O)C2CCN(S(=O)(=O)c3cccs3)CC2)cc1,1
O=S1(=O)CC(N2CCN(CC3CC3)CC2)CN1Cc1ccccc1 (stereo not given),1
COc1ccc2[nH]c3c(C)c4cc[n+](C)cc4c(C)c3c2c1,-71
CN1OC[C@@H]2CN(C(=O)c3cccnc3)[C@H](c3ccc(N4CCCCC4)cc3)C[C@@H]21,0
O=S1(=O)CC(N2CCN(CCO)CC2)CN1Cc1cn(Cc2ccc(C(F)(F)F)cc2)nn1 (stereo not given),-3
O=C(NCc1ccco1)c1[nH]c(C(F)(F)F)nc1-c1ccccc1,0
Cc1cccc(NC(=O)CNC(=O)[C@H]2O[C@@H](n3cnc4c(N)ncnc43)[C@H](O)[C@@H]2O)c1C,1
COCOc1cccc(CN2CCC2(C)C(=O)Nc2ccc(OC)c(OC)c2)c1 (stereo not given),0
COc1ccc(/C=C2/N=C(SCC(=O)Nc3cc(C)on3)N(c3ccccc3)C2=O)cc1,-28
CN1c2ccccc2N(C)C1(C)c1ccccc1,-23
O=C(Cc1ccc(Cl)cc1)NCCc1c[nH]c2ccccc12,1
COc1cccc(-c2n[nH]nc2C2=CC(=O)CC(C)(C)C2)c1,0
COc1ccc(NC(=O)c2ccc(-c3c(C)noc3C)c3ccoc23)cn1,-2
CC(C)NC(=O)C1CCN(Cc2cccc(OCc3ccccc3)c2)CC1,1
Cc1nn2c(CN(C(=O)c3ccco3)c3ccccc3)nnc2c2ccccc12,0
N=C(N)n1ncc2c1CCCC2=O,-3
O=C(NCc1ccccn1)[C@@H]1CCCN1C(=O)[C@@H]1CCCN1C(=O)c1cccc2ccccc12,4
Cc1cccc(C)c1-n1nnnc1C(c1ccnc2ccccc12)N1CCN(C(=O)OC(C)(C)C)CC1 (stereo not given),2
CCc1nc2ccc(C(=O)Nc3ccc(OC)c(OC)c3)cn2c1N(C)C(=O)c1cccc(OC)c1,-5
O=C(Cn1ncc(Cl)c(Cl)c1=O)N1CCc2ccccc21,0
COc1ccc(CN2C[C@@H](CO)O[C@@H](n3cnc4c(N5CCN(C)CC5)ncnc43)C2)cc1,4
N#C/C(=C\c1ccc(-c2ccc(S(=O)(=O)N3CCOCC3)cc2)o1)C(=O)NC1CC1,-100
COc1ccccc1-n1c(SCC(=O)Nc2ccc(Cl)cc2)nc(O)c(Cc2ccccc2)c1=O,1
COc1ccc(C(C)=O)cc1CC1(C)C(=O)Nc2ccc(OC(F)(F)F)cc21 (stereo not given),0
# Following part.
SMILES,SENP1 inh
CC(=O)Nc1cncc(-c2cccc(C(=O)N(C)C)c2)n1,1
CCc1ccc([C@H]2[C@@H]3C(=O)C[C@@H]4C(=O)N(CC)C(=O)[C@@H]4[C@@H]3CN2S(=O)(=O)c2ccc(C)cc2)cc1,1
CN(C(=O)Nc1ccc(F)cc1)[C@H]1C[C@H]2c3[nH]c4ccccc4c3CCN2C(=O)[C@H]1CO,-10
CCn1c(O)c(N=NC(=O)CNC(=O)c2cccnc2)c2ccccc21,1
Fc1ccc(-c2cc3nc(-c4ccccc4)cc(N4CCN(CCN5CCOCC5)CC4)n3n2)cc1,-39
COC(=O)c1ccc(Cn2c(C)c(C(=O)NCc3ccc(C#N)cc3)sc2=O)o1,-1
CC(=O)C1=CCC(c2ccccc2F)N(S(=O)(=O)c2ccc(C)cc2)C1 (stereo not given),0
COc1ccc(/C(O)=C2/C(=O)C(=O)N(CCCN3CCOCC3)C2c2ccc(Cl)cc2)cc1 (stereo not given),2
COc1cccc(C2c3c(oc4ccccc4c3=O)C(=O)N2CCCN2CCOCC2)c1OC (stereo not given),0
COc1cc(OC)c(C(=O)C=Cc2ccc(OC)c(OC)c2)c(OC)c1,-1
CCCCNC(=O)C1(C)CCCCCN1Cc1cccc2c(OC)cc(C(=O)OCC)cc12 (stereo not given),0
CC(C)CCN1C(=O)CSCC1(C)C(=O)NC(C)C (stereo not given),3
COc1ccc(NC(=O)c2cc(-c3cc(F)ccc3OCC3CCCO3)n[nH]2)cc1OC (stereo not given),-2
CC(C)(C)CCN1CCC(CN2CCNC(=O)C2=O)CC1,-50
Cc1ccc(N2CCN(C(=O)C3CCN(S(=O)(=O)c4cccc5nsnc45)CC3)CC2C)cc1 (stereo not given),5

# Compound activity deposited in PubChem BioAssay by Sanford-Burnham Center for Chemical Genomics.
